# NCI-60 one-dose screen, 48 h, at 10 µM unless noted. Numbers give growth in % (100 = growth as untreated, 0 = no growth, -100 = all killed).
# HOP-92 = HOP-92 NSCLC cells | 71,000 compounds, 6.3% hits
# CCRF-CEM = CCRF-CEM leukemia | 77,000 compounds, 7% hits | AID 1794778
# A549/ATCC = A549/ATCC NSCLC; 81,000 compounds, 3.7% hits; AID 1794740
# RPMI-8226 = RPMI-8226 leukemia cells | 77,000 compounds, 7.5% hits
# HOP-62 = HOP-62 NSCLC. 80,000 compounds, 3.9% hits
# MDA-MB-435 = MDA-MB-435 melanoma; 82,000 compounds, 7.8% hits; AID 1794794
# EKVX = EKVX NSCLC; AID 1794765; 71,000 compounds, 3% hits
# M14 = M14 melanoma; AID 1794745; 80,000 compounds, 6.2% hits
# Active calls of the source: *; . = not tested or not shown; & = joins results of further samples; ! = not active in a repeat. How the source made its calls: active means growth percent below 10; inactive means the rest.
smiles,HOP-92,CCRF-CEM,A549/ATCC,RPMI-8226,HOP-62,MDA-MB-435,EKVX,M14
Oc1ccc(Br)cc1Br,.,137,102,128,107,113,114,106
COc1cc2c(O[C@@H]3OC[C@H](OC(C)=O)[C@H](OC(C)=O)[C@H]3O)c3c(c(-c4ccc5c(c4)OCO5)c2cc1OC)C(=O)OC3,-13*,20,12,-2.1*,37,4.9*,40,-18*
Clc1ccc(CC2CCCCN2)cc1 (centres undefined),89,90,99,97,92,108,96,100
c1ccc(N=PNc2ccccc2)cc1 (centres undefined),.,101,100,112,103,111,109,104
CCN(CC)c1ccccc1,.,103,101,110,88,106,99,103
CC1(C)C(=O)CC[C@@]2(C)C1=CC[C@H]1[C@@H]3CC[C@H](O)[C@@]3(C)CC[C@@H]12,127,105,104,.,95,105,.,95
O=CN1N=C(c2ccccc2)CC1c1sc(N(CCCl)CCCl)nc1Cl (centres undefined),.,104,88,.,87,99,89,103
O=C(NCCNC(=O)Nc1ccccc1S(=O)(=O)F)Nc1ccccc1S(=O)(=O)F,98,99,105,101,102,108,.,104
CC1C(Cl)C2(Cl)C(Cl)=C(Cl)C1(Cl)C2(Cl)Cl (centres undefined),83,114,95,105,97,108,105,108
BrCc1ccc2ncccc2c1,88,91,99,98,106,108,107,106
Cc1ccc2nc(Sc3sc(N)nc3C)n(-c3ccc(Cl)cc3)c(=O)c2c1,57,99,83,91,89,93,.,84
COc1cc(-n2c(SC)nc3ccccc3c2=O)c(OC)cc1Cl,.,105,88,104,96,27,.,92
O=P1(NCCCl)OCCCN1CCCl (centres undefined),97,99,121,105,108,107,105,106
O=C(c1ccccc1)N1CC1,113,109,109,99,106,99,.,96
CC(C)CCC1C(=O)N(C)C(=O)N(C)C1=O,.,.,96,106,101,94,.,109
OCCNC(Cc1ccccc1)c1ccccc1 (centres undefined),87,101,84,97,88,106,100,87
O=c1[nH]c2ccccc2n1C1CCN(CCCC(c2ccc(F)cc2)c2ccc(F)cc2)CC1,-42*!,-0.8*!,11&39,0.6*!,-30*!,-81*!,51&42,15
CNC(=O)Oc1ccc(SC)c(C)c1,86,83,91,104,100,104,99,101
COc1cc2c(cc1OC)C13CCN4C(=O)C(=O)C(CC41)C1C(OCC(=O)O)CC(=O)N2C13 (centres undefined),.,99,85,100,91,112,115,93
CNCC(=O)c1ccccc1,110,97,101,111,94,101,68,.
c1ccc(CN2CO[C@@H]3CCCCC[C@H]32)cc1,.,.,100,100,95,104,.,102
COC(C(=O)[C@@H](O)[C@@H](C)O)[C@@H]1Cc2cc3cc(O[C@H]4C[C@@H](O[C@H]5C[C@@H](O)[C@H](O)C(C)O5)[C@H](O)C(C)O4)c(C)c(O)c3c(O)c2C(=O)[C@H]1O[C@H]1C[C@@H](O[C@H]2C[C@@H](O[C@H]3C[C@@H](O)[C@@H](O)C(C)O3)[C@@H](O)C(C)O2)[C@H](O)C(C)O1 (some centres undefined),13,29,2.4*,9.1*,-4.5*,-37*,24,8.7*
C[C@](O)(Cn1cc(C#N)cn1)C(=O)Nc1cnc(C#N)c(C(F)(F)F)c1,110,97,94,.,98,.,100,104
Clc1c(Cl)c(Cl)c2c(c1Cl)Oc1c(Cl)c(Cl)c(Cl)c(Cl)c1O2,110,94,109,100,93,105,97,108
O=P(Oc1ccccc1)(Oc1ccccc1)N1CCOCC1,97,98,116,98,90,96,101,97
CC(C)N(CCCl)CCOc1ccccc1Cc1ccc(F)cc1,.,96,102,93,111,102,96,92
Cc1ccc(N)cc1,102,98,101,102,89,108,106,101
CC(C)CCNC(=O)CN1C(=O)CN=C(c2ccccc2)c2ccccc21,113,103,100,115,108,100,.,106
Cc1cccc(CC(O)C(Cl)(Cl)Cl)n1 (centres undefined),.,108,98,106,106,98,.,114
ClC(CN1CCOCC1)C(Cl)c1ccccc1 (centres undefined),107,91,102,96,108,107,98,95
O=[N+]([O-])c1cc(S(=O)(=O)O)cc([N+](=O)[O-])c1Cl,99,110,94,114,101,120,114,99
CC(C)Nc1ccc(Nc2ccccc2)cc1,.,38,24,12,35,23,29,48
COS(=O)(=O)c1ccccc1,105,100,105,90,102,108,112,.
CC[C@]12C=CCN3CC[C@@]4(c5ccc(OC)cc5N(C)[C@H]4[C@@](O)(C(=O)OC)[C@@H]1OC(=O)CCCC[P+](C1CCCCC1)(C1CCCCC1)C1CCCCC1)[C@@H]32,-45*,-60*,12,-45*,9.5*,-91*,13,-83*
CCOC(=O)C(c1c(O)c2ccccc2oc1=O)c1c(O)c2ccccc2oc1=O,82,92,103,.,100,112,113,103
Cc1ccc(S(=O)(=O)N=S(CCCl)CCCl)cc1,.,.,98,94,100,94,.,89
ClCc1nc2ccccc2[nH]1,98,98,103,99,111,103,.,104
N#[N+]c1nc2nc(N)[nH]c(=O)c2[nH]1,93,95,90,97,93,100,100,100
C[C@H]1[C@@H](CC(=O)N[C@@H](Cc2coc3ccccc23)B(O)O)O[C@@H]2OC3(C)CC[C@H]4[C@H](C)CC[C@@H]1[C@@]24OO3,-69*,-10*,19,-7.7*,-17*,-54*,7.6*,-44*
CC[C@]12C=CCN3CC[C@@]4(c5ccc(OC)cc5N(C)[C@H]4[C@@](O)(C(=O)OC)[C@@H]1OC(=O)CCC[P+](c1ccc(C)cc1)(c1ccc(C)cc1)c1ccc(C)cc1)[C@@H]32,-83*,-67*,-90*,-56*,-82*,-57*,-95*,-85*
Nc1ncnc(N)n1,.,100,106,106,112,95,.,107
CCOC(=O)C(CC)(C(=O)OCC)c1ccccc1,62,78,110,80,96,96,72,95
O=C1CCC(=O)N1[N+](=O)[O-],84,100,98,108,.,112,.,108
N#CCc1ccccc1CC#N,.,100,104,118,96,110,98,101
Nc1ccccc1P(=O)(O)O,91,100,80,104,90,86,107,103
CNC(=O)Oc1ccccc1,.,111,95,96,116,.,.,99
CCOC(=O)CC(SP(=S)(OC)OC)C(=O)OCC (centres undefined),91,84,94,.,104,106,102,101
O=S1(=O)OC(c2cc(Br)c(O)c(Br)c2)(c2cc(Br)c(O)c(Br)c2)c2ccccc21,75,97,97,79,98,108,96,.
O=C1/C(=C\c2ccccc2)N2CCC1CC2,90&86,90&114,99,94&109,108,100&113,94&98,99&95
O=[N+]([O-])c1ccc(N2CCNCC2)c2nonc12,105,98,98,102,92,111,79,98
CCC1(CCC(C)C)C(=O)NC(=S)NC1=O,99,112,101,113,122,130,119,102
CCc1ccccc1[C@H]1C[C@]2(C)CCO[C@@H]2OO1,90,105,92,99,93,101,104,96
COc1ccc(Nc2ccnc3cc(Cl)ccc23)cc1CN(CCCl)CCCl,-39*,-6.7*,1.0*,-26*,-39*,-88*,-15*,-58*
COc1ccc(C(=O)CN)cc1,108,95,103,101,105,109,96,97
CC(C)c1cc(C(C)C)c(CCN(C)C)c(C(C)C)c1,66,109,131,106,88,105,106,100
CC1CC2(C)C(CC1=O)CC(C)C1C2CCC2(C)C1CCC2(C)O (centres undefined),86,88,84,48,116,97,79,91
CC[C@H](C)[C@H](NC(=O)[C@H]1CCCCN1C)C(=O)N(C)[C@H](C[C@@H](OC(C)=O)c1nc(C(=O)NC23C4C5C2C2C3C4C52C(=O)OC)cs1)C(C)C (some centres undefined),-1.1*,7.0*,7.3*,29,22,-0.9*,36,10
COc1cccc(-c2nc3c(s2)C2=CC[C@@H]4[C@H](CC[C@]5(C)C(=O)CC[C@@H]45)[C@@]2(C)CC3)c1,101,101,104,102,107,105,102,101
C[C@]12CCc3sc(-c4ccccc4O)nc3C1=CC[C@@H]1[C@@H]2CC[C@]2(C)C(=O)CC[C@@H]12,115,118,103,107,99,102,100,106
CCCCCCCCOP(=O)(OCCCCCCCC)N(CCO)CCO,.,87,116,103,92,104,.,99

# 7 structures from above, ordered by SMILES length, high to low:
smiles,HOP-92,CCRF-CEM,A549/ATCC,RPMI-8226,HOP-62,MDA-MB-435,EKVX,M14
O=[N+]([O-])c1cc(S(=O)(=O)O)cc([N+](=O)[O-])c1Cl,99,110,94,114,101,120,114,99
CC1CC2(C)C(CC1=O)CC(C)C1C2CCC2(C)C1CCC2(C)O (centres undefined),86,88,84,48,116,97,79,91
CCc1ccccc1[C@H]1C[C@]2(C)CCO[C@@H]2OO1,90,105,92,99,93,101,104,96
CCCCCCCCOP(=O)(OCCCCCCCC)N(CCO)CCO,.,87,116,103,92,104,.,99
N#[N+]c1nc2nc(N)[nH]c(=O)c2[nH]1,93,95,90,97,93,100,100,100
CCOC(=O)C(CC)(C(=O)OCC)c1ccccc1,62,78,110,80,96,96,72,95
CCC1(CCC(C)C)C(=O)NC(=S)NC1=O,99,112,101,113,122,130,119,102

# Going on with the list.
smiles,HOP-92,CCRF-CEM,A549/ATCC,RPMI-8226,HOP-62,MDA-MB-435,EKVX,M14
c1ccc2c(c1)CCNC2,91,96,95,98,86,113,109,102
C[C@H]1C[C@@H]2[C@H]([C@@H](O)C[C@]3(C)[C@@H](O)CC[C@@H]23)[C@@]2(C)CCC(=O)C=C12,101,87,99,89,108,112,76,104
CC[C@H](C)[C@H](NC(=O)c1ncccn1)C(=O)N(C)[C@H](C[C@@H](OC(C)=O)c1nc(C(=O)N[C@@H](Cc2ccccc2)C[C@H](C)C(=O)OC)cs1)C(C)C,33,10,33,18,23,-25*,58,5.6*
Oc1c(Br)cc(-c2ccccc2)cc1Br,81&101,93&100,98,93&104,.,101&103,96&101,102&118
CC(=O)C(Cl)c1ccccc1 (centres undefined),103,100,106,104,101,111,111,109
NC(c1ccccc1)c1ccc(Cl)cc1 (centres undefined),51,68,68,33,37,52,82,40
CC(=O)O[C@H]1CC[C@H]2[C@@H]3CC=C4C=C(Cl)CC[C@]4(C)[C@H]3CC[C@]12C,105,83,59,91,92,97,73,82
CC(C)c1cccc(C(C)C)c1OCC[N+](C)(C)C,88,96,93,93,100,110,103,111
CNCc1cccnc1,108,97,98,101,114,96,114,117
CC1CCC2(O)C3(C)CC4(O)OC2(C1O)C1(O)C3(O)C(OC(=O)c2ccc[nH]2)C(O)(C(C)C)C41C (centres undefined),60,92,100,102,105,113,115,74
O=C(O)CC1CCCCC1O (centres undefined),86,93,92,101,114,96,107,113
O=C1CC(=O)N(Cc2ccccc2)C(=O)N1,.,100,103,104,108,115,127,106
CC1(C)N=C(N)N=C(N)N1c1ccc(CNC(=O)Nc2ccc(S(=O)(=O)F)c(Cl)c2)c(Cl)c1,.,17,10,28,29,14,.,29
COc1cc(/C=C/[N+](=O)[O-])cc(Br)c1OC,73,6.6*,57,-16*,60,11,103,-72*
N#CC1c2ccccc2C=CN1C(=O)c1ccc(N(CCCl)CCCl)cc1 (centres undefined),81,87,79,69,91,79,87,116
CC(=O)N1N=C(c2ccccc2)CC1c1sc(N(CCCl)CCCl)nc1Cl (centres undefined),.,93,86,.,90,97,91,101
COc1ccccc1N1CCN(Cc2ccccc2)CC1,96,106,95,101,92,108,99,94
Cc1c2ccccc2c(C)[n+]2ccccc12,105,93,39,96,89,115,65,103
O=C(CBr)Nc1ccccc1,101,15,98,100,109,102,111,84
ClC(Cl)(Cl)Sc1cccc(Br)c1,105,113,109,.,95,104,111,99
Cc1cc[n+](CCc2ccccc2)cc1,.,101,89,115,114&88,104&102,81,105&97
COc1ccc(-n2c(C)nc3cc(OC)c(OC)cc3c2=O)cc1OC,103,98,98,104,102,104,108,106
NCCc1ccc(S(N)(=O)=O)cc1,103,95,69,107,71,99,100,86
Cc1nnc([S-])o1.[Au+].c1ccc([PH+](c2ccccc2)c2ccccc2)cc1,-9.3*,11,76,17,121,44,87,32
CCCCc1ccc(NC2=NCCCS2)cc1,27,75,105,51,83,88,86,76
CN1C2C[C@H](OC(=O)[C@H](CO)c3ccccc3)C[C@H]1[C@@H](O)C2,105,94,98,.,99,100,98,113
CCNP(=S)(NCC)c1ccccc1,104,98,95,102,99,105,105,98
COc1cc(C=C(C#N)C#N)cc(OC)c1OC,.,85,95,94,109,101,.,112
Nc1ccc(CCCC(=O)Nc2ccc(S(=O)(=O)F)cc2)cc1,95,97,94,91,90,93,.,97
C/C=C(/C)C(=O)O[C@H]1CC[C@@]2(C)[C@@H]3CC[C@H]4[C@]5(O)C[C@H](O)[C@@]6(O)[C@@H](CN7C[C@@H](C)CC[C@H]7[C@@]6(C)O)[C@]5(O)C[C@@]42O[C@@]13O,.,106,94,113,-57*,108,107,102
COCC1OC2OC3C(COC)OC(OC4C(COC)OC(OC5C(COC)OC(OC6C(COC)OC(OC7C(COC)OC(OC8C(COC)OC(OC1C(O)C2O)C(O)C8O)C(O)C7O)C(O)C6O)C(O)C5O)C(O)C4O)C(O)C3O (centres undefined) (tested in a mixture with another compound),.,.,109,.,.,117,105,105
CC1(CCCc2ccc(N(CCCl)CCCl)cc2)NC(=O)NC1=O (centres undefined),87,69,75,83,.,94,.,94
CN1CCN(C(=O)COc2ccc(/C=C3\CC4C5CC=C6CC(Cl)CCC6(C)C5CCC4(C)C3=O)cc2)CC1 (centres undefined),.,49,65,54,97,57,68,-13*

# Some of the compounds tested; rates above refer to the full screens.
